CIT2-GFP yeast: yeast TOR pathway CIT2-GFP modulation; GFP response vs DMSO, % at 10 µM; S. cerevisiae CIT2-GFP strain, flow cytometry, 3 h; 100 means same as DMSO wells; hit rate 0.065% among 320,000;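 active means GFP response relative to DMSO above a set limit, near the screen mean plus 3 SD, cut at about 150% in these data; inconclusive means Fewer than 70 cells measured for a yeast strain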;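 further: ratio of well median GFP fluorescence to mean of DMSO wells on the plate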
LAP4-GFP MLPCN: alters LAP4-GFP fluorescence in TOR pathway yeast screen; S. cerevisiae LAP4-GFP multiplex, flow cytometry GFP, 3 h; median GFP as percent of DMSO wells; GFP response vs DMSO, % at 10 µM; hit rate 0.34% among 320,000; AID 2023;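 active means GFP response vs DMSO above a set limit, about the screen mean plus 3 SD, cut at about 150% in these data; inconclusive means under 70 cell events counted for the yeast strain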
MEP2-GFP yeast: modulators of TOR pathway MEP2-GFP in S. cerevisiae. S. cerevisiae MEP2-GFP strain, flow cytometry GFP, 3 h; 100% = DMSO control level. GFP response vs DMSO, % at 10 µM. hit rate 0.51% among 330,000. AID 2016;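 active means GFP response versus DMSO above a set limit, roughly screen mean plus 3 SD, cut at about 180% in these data; inconclusive means fewer than 70 cells counted for a yeast strain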;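 further: median GFP fluorescence of the barcode-gated MEP2-GFP cells per well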
AGP1-GFP MLPCN: alters AGP1-GFP fluorescence in TOR pathway yeast screen. S. cerevisiae AGP1-GFP multiplex flow cytometry, 3 h; GFP as percent of DMSO wells. GFP response vs DMSO, % at 10 µM. hit rate 0.02% among 320,000;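 active means GFP response relative to DMSO above a set limit, near screen average plus 3 SD, cut at about 150% in these data; inconclusive means fewer than 70 cells counted for the yeast strain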;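 further: median GFP channel fluorescence of the gated AGP1 strain per well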
procasp3 activ: activates human procaspase-3; recombinant procaspase-3 D3A, Ac-DEVD-pNA absorbance 405 nm; P42574; activation, % at 8.5 µM; hit rate 0.11% among 330,000;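 active means activation above the mean of all tested compounds plus 3 SD, cut at about 21% in these data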;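 further: 0% = DMSO alone and 100% = DMSO wells spiked with extra 5 µM PC-3 D3A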
Target sequence (P42574 whole entry D9A/D28A/D175A): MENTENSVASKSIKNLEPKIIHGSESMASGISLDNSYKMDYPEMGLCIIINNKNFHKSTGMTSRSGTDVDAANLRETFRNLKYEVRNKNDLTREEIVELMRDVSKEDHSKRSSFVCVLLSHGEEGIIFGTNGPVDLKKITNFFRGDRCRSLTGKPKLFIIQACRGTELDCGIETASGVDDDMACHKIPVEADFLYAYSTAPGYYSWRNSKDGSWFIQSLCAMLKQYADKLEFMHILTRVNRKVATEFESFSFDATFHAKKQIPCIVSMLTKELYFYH
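Evaluation: percent activation relative to control range; Material: Procaspase-3 D3A mutant, all three cleavage aspartates alanine; Compound: single dose, 8.5 µM nominal compound, 0.8% DMSO; Replication: one well per compound; Signal: absorbance at 405 nm, 0 and 120 min; Schedule: 1 h preincubation plus 2 h reaction at 25 °C.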
procasp7 counter: counter-screen for procaspase-3 activators: activators of human procaspase-7; recombinant procaspase-7, Ac-DEVD-pNA absorbance 405 nm; D23A/D198A/D206A triple mutant, cannot self-cleave; scale: DMSO 0, 5 µM enzyme 100; activation, % at 8.5 µM; hit rate 0.093% among 330,000;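 active means percent activation above the screen-wide mean plus 3 SD, cut at about 25% in these data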
Target sequence (P55210 whole entry D23A/D198A/D206A): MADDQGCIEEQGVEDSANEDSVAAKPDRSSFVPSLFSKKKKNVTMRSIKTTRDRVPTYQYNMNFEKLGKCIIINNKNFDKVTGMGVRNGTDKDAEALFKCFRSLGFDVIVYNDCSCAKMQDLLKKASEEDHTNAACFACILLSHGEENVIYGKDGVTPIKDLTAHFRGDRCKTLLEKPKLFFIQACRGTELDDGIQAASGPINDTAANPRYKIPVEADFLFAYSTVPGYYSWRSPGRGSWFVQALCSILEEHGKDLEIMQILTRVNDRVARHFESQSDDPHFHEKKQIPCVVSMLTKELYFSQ
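Material: Procaspase-7 triple mutant (PC-7 D3A) | Quantity: 2 µM procaspase-7 mutant as dispensed | Reagent: DEVD-pNA substrate | Times: 1 h preincubation, 2 h reaction | Technique: 405 nm absorbance of p-nitroaniline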
RPL19A-GFP yeast: alters RPL19A-GFP fluorescence in TOR pathway yeast screen. S. cerevisiae RPL19A-GFP strain, flow cytometry, 3 h; hits give low values. percent response vs DMSO, % at 10 µM. hit rate 0.3% among 330,000. AID 2025;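 active means percent response vs DMSO below 50%; inconclusive means fewer than 70 events counted for the yeast strain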;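 further: median channel GFP fluorescence of the barcoded RPL19A-GFP strain; ratio of sample median GFP to plate DMSO average so 100% = DMSO; lower means less RPL19A-GFP as with rapamycin TOR inhibition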
AHR act: human AHR activation. P35869. AHR-responsive luciferase reporter cells, luminescence. activation, % at 5 µM. hit rate 2.5% among 320,000; in the data active means activation above about 47%;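 further: 0% = vehicle wells and 100% = reference agonist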
* marks the source's active call; other numbers are inactive results; ? = inconclusive; / = not tested or not shown; [ ] = dose if it differs, or a comment. An unsorted share of the library; about 3.5% have a hit in one of these screens.

structure,CIT2-GFP yeast,LAP4-GFP MLPCN,MEP2-GFP yeast,AGP1-GFP MLPCN,procasp3 activ,procasp7 counter,RPL19A-GFP yeast,AHR act
O=C1OC2(CCCCC2)OC(=O)C1=CNc1nc2ccccc2s1,84,100,96,86,2,-14,100,2
CCc1cc(=O)oc2cc(OCc3ccc(C(=O)O)o3)ccc12,101,92,104,100,3,1,107,9
CCN(CC)Cc1c(C(=O)N/N=C/c2cccs2)nnn1-c1nonc1N,98[may fluoresce red],73[may fluoresce red],79[may fluoresce red],?,5,-1,?,-2
CC(=O)Nc1nnc(SCc2ccc(F)cc2)s1,91,112,113,97,2,18,98,1
O=C(N/N=C/c1ccc(-c2cccc([N+](=O)[O-])c2)o1)c1ccc([N+](=O)[O-])cc1,94,91,99,94,-4,3,96,0
CC#CC(=O)N1CCC(C(=O)Nc2ccc(Oc3ccccc3)nc2)CC1,102,93,105,94,0,-1,100,5
N#Cc1ccc(OCC(=O)Nc2nc(-c3ccncc3)cs2)cc1,101,105,102,103,3,5,99,8
O=C(CSc1nnnn1-c1ccccc1)Nc1ncc(Cc2ccccc2Cl)s1,105,90,108,102,11,-5,108,1
CCOc1ccc(-c2nc(CSc3nnc(C)s3)cs2)cc1OC,96,102,100,97,2,-5,96,22
COc1cc2cc(CN(CCCN3CCOCC3)C(=O)Nc3ccccc3F)c(=O)[nH]c2cc1OC,108,96,98,91,7,12,93,-2
Cc1c(NC(=O)CN(c2ccccc2)S(=O)(=O)c2ccc(F)cc2)c(=O)n(-c2ccccc2)n1C,98,112,106,102,0,3,100,1
CCC1/C(=N\O)CC(c2ccco2)NC1c1ccco1 (configuration not stated),103,92,96,99,6,2,97,1
COc1ccc(C(=O)N2CCN(C)C(=O)[C@@H]2C)cc1OC1CCN(C(C)=O)CC1,97,81,79,91,-1,8,93,-2
CSc1nc(N)cc(=O)[nH]1,80,95,104,107,-10,4,104,1
NC(=S)N/N=C/c1ccc(OC(=O)c2cccnc2)cc1,102,106,99,110,0,16,100,1
O=C(Nc1ncc([N+](=O)[O-])s1)C1CCN(S(=O)(=O)c2cnc[nH]2)CC1,107,103,104,106,-8,-3,99,2
CC(=O)Nc1ccc(S(=O)(=O)NCCC(=O)OC(C)C(=O)c2ccc(C)cc2)cc1 (configuration not stated),86,96,96,91,-8,-2,93,2
O=C1C2CCCN2C(=O)N1CCCCN1CCN(c2ccccc2)CC1 (configuration not stated),120,82,96,95,5,-11,114,1
O=C(Cn1cc2c(n1)CCCC2)NC1CCN(Cc2ccccc2)CC1,113,105,116,109,3,9,101,-2
COc1cccc(NC(=O)C2CCCN2C(=O)Nc2ccccc2F)c1 (configuration not stated),101,97,102,103,-4,-7,98,-1
O=S1(=O)CCN2C(c3ccco3)=CSC2=N1,101,98,101,102,-2,4,107,1
COc1ccc(-n2cnc3sccc3c2=O)cc1,91,105,103,99,2,5,97,-1
COC(=O)c1sc(N2C(=O)C(=O)/C(=C(/O)c3ccccc3)C2c2ccco2)nc1C (configuration not stated),101,96,103,104,0,8,109,-1
O=C(CN1C(=O)CCSc2ccccc21)Nc1ccccc1,103,106,111,114,-4,-7,100,4
COc1ccccc1N(CC(=O)Nc1ccc2c(c1)OCCO2)S(C)(=O)=O,105,103,106,111,10,17,106,7
C/C(=N\OCc1cccc(C(=O)O)c1)c1ccc(Cl)cc1,93,133,110,103,-7,1,102,-9
CC(C)[C@@H]1CC[C@@H](C)C[C@H]1OC(=O)C[n+]1cc(-c2ccc(Cl)cc2)n2c1CCCCC2,102,106,99,107,-1,8,97,-1
CCCCn1c(=S)[nH]c2ccccc2c1=O,98,101,108,101,3,-4,103,30
O=c1[nH]c(Cc2ccc(F)cc2)nc2scc(-c3ccc(F)cc3)c12,96,85,97,89,-12,1,94,-6
COc1cc(-c2nc3cnccn3c2Nc2ccc3c(c2)OCCO3)ccc1O,109,108,108,109,9,-1,107,5
CCCCc1ccc(NC(=O)N[C@H](C(=O)O)C(C)C)cc1,93,102,99,104,-5,0,96,0
COc1ccccc1Nc1nc(-c2cccs2)cs1,102,110,106,101,-13,-2,94,43
Cc1nnc2ccc(-c3cccc(NS(=O)(=O)c4cc(F)ccc4F)c3)nn12,101,88,105,91,-2,2,92,1
CC(=O)N1CCN(Cc2nc(C(c3ccccc3)c3ccccc3)no2)CC1,102,100,102,100,-2,-1,97,5
CCC(C)(C(=O)NC1CCCCC1)N(CC1CCCO1)C(=O)c1ccccn1 (configuration not stated),114,111,130,103,-1,8,99,0
CN1CCc2c(c3ccccc3n2Cc2ccccc2)C1,115,97,95,104,1,-5,104,2
COCCNC(=O)CCn1nc(-c2ccc(C)cc2)ccc1=O,104,98,97,101,3,0,103,4
Cc1cccn2c(=O)c(C=O)c(N3CCC4(CC3)OCCO4)nc12,95,113,96,107,2,2,94,23
O=C(Cn1nc(-c2ccccc2)ccc1=O)NCCN1CCN(c2cccc(Cl)c2)CC1,94,104,104,103,4,1,97,6
Cn1cnc2c(=O)sc3ccccc3c21,106,136,104,111,3,5,101,2
C/C(CC(=O)Nc1c(C)cc(C)cc1C)=N\NC(=O)c1cnccn1,96,93,89,94,4,-6,100,29
O=C(NCCC(=O)N1CCN(C(=O)c2ccco2)CC1)c1ccccc1Cl,108,105,105,110,6,3,102,-1
COc1ccc(C2(CNC(=O)c3ccc(C)cc3)CCOCC2)cc1,98,115,97,104,4,4,97,2
Cc1ccc[n+](-c2[nH]c(=O)sc2/C=N/N=C(\[O-])c2cccnc2)c1,94,95,99,101,-4,-8,101,9
COc1ccc(OC)c(NC(=O)c2cccc(N3C(=O)C4C5C=CC(C6CC56)C4C3=O)c2)c1 (configuration not stated),99,100,100,103,6,4,96,8
COC(=O)c1ccccc1NC(=O)c1cccnc1,105,94,117,104,1,-11,107,2
CC1(C)CC(=O)N(c2cc(Cl)cc(Cl)c2)C(=O)C1,104,92,101,100,-4,2,104,3
COc1ccc(CN/C=C2\CCCCC2=O)cc1,97,95,100,94,0,-6,99,0
O=C(CO/N=C/c1ccc(OC(F)F)cc1)NCc1cccs1,101,102,108,106,-3,6,109,8
CCCCCc1ccc(-c2cn(CCCOCc3ccccc3)nn2)cc1,106,125,94,90,-4,-7,106,-3

(list continues)
structure,CIT2-GFP yeast,LAP4-GFP MLPCN,MEP2-GFP yeast,AGP1-GFP MLPCN,procasp3 activ,procasp7 counter,RPL19A-GFP yeast,AHR act
Cc1ccc(CNC(=O)NC2CCCCC2)cc1,102,107,111,112,-10,-2,109,6
Cc1ccc(S(=O)(=O)NCC(=O)OCC(=O)NC(=O)NC2CCCC2)cc1,113,103,91,109,2,4,110,0
COc1cc(OC)cc(OC(=O)C2CCN(C(=O)c3ccc(Cl)cc3)CC2)c1,97,103,97,103,4,3,96,0
CC(C)CN1CCN(CC#Cc2ccccc2)CC1CCO (configuration not stated),102,93,103,94,-1,0,108,3
O=C(c1cc(-c2ccc(F)cc2)nc2ccccc12)N1CCC1,105,123,113,111,0,-5,104,2
COc1ccc(-c2cn(-c3ccc(SC(F)F)cc3)c3[n+]2CCC3)cc1OC,105,94,103,97,0,-5,102,1
O=C(CSc1nncn1-c1cccnc1)Nc1ccccc1[N+](=O)[O-],116,98,109,106,4,1,104,11
Cc1oc(-c2cccs2)nc1CN1CCN(CCC(C)C)C(CCO)C1 (configuration not stated),107,93,105,104,8,5,105,1
O=C(Cn1nnc(-c2cccc(C(F)(F)F)c2)n1)NC1CCCC1,100,94,101,97,1,-3,101,2
O=C(c1ccco1)N1CCCN(Cc2nc(Cc3ccccc3)no2)CC1,100,99,99,99,1,0,101,1
Cc1c2cnn(CC(=O)NCc3ccccn3)c(=O)c2c(C)n1Cc1ccc(Cl)cc1,?,83[may fluoresce violet],133[may fluoresce violet],?,-2,2,29*[may fluoresce violet],1
O=C(Nc1cccc(F)c1)C1CCN(C(=O)c2ccccc2Cl)CC1,111,107,110,111,5,16,106,0
O=C(Cc1ccccc1)Nn1c(O)c(/C=C2\C=Nc3ccccc32)sc1=S,81,104,101,87,-7,-19,88,76*
O=C(O)C1C2C=CC3(CN(C4CCCC4)C(=O)C13)O2 (configuration not stated),93,99,94,94,-4,-2,95,0
N#Cc1nc(-c2ccccc2F)oc1NCCN1CCOCC1,99,92,102,98,3,4,101,1
O=C(C[C@@H]1C/C=C\C[C@H](Cc2ccc(F)cc2)C(=O)OCCNC1=O)NCCO,95,98,99,101,6,-3,95,0
CCc1cc2cc(OC)ccc2nc1SCC(=O)NNC(=O)c1ccco1,104,105,119,116,-6,-2,118,82*
Cc1ccc(O)c(-c2[nH]ncc2C(=O)c2ccc(Br)cc2)c1,102,92,104,95,3,-4,100,3
CCN(CC)CCN(C(=O)c1ccc2ccccc2c1)c1nc2ccc(F)cc2s1,106,106,103,113,0,9,103,5
COc1ccc(NC(=O)N2CCN(c3cccc(C(F)(F)F)c3)CC2)cc1,87,98,99,94,-6,1,97,-1
C/C(CC(=O)Nc1cccc(Cl)c1C)=N\NC(=O)C(=O)NCC(C)C,95,97,105,100,-9,12,100,0
O=C(N1CCOCC1)C12CCC3CC(CC(C3)C1)C2,96,104,97,96,2,-4,96,-4
N#Cc1cnc(N)c(Br)c1,102,97,101,101,-1,8,96,3
Cc1ccc(Cn2ccc(NC(=O)c3cc4nc(-c5ccco5)cc(C(F)(F)F)n4n3)n2)cc1,108,103,102,/,11,6,106,0
COc1ccc(NC(=O)[C@@H]2[C@@H]3C(=O)N(C4CCCCC4)C(=O)[C@@H]3C3c4ccccc4C=CN32)cc1 (some centres not stated),98,106,98,100,-5,-5,100,90*
CCOc1ccc(/C=N/NC(=O)C(C)N(c2ccc(OC)cc2)S(C)(=O)=O)cc1 (configuration not stated),69,90,99,81,-2,-2,109,1
C#CCn1c(-c2ccccc2)ccc(C#N)c1=O,90,100,96,98,-10,-2,100,2
Cc1ccc(C(=O)Oc2oc(-c3ccccc3)nc2C=Nc2ccc(N(C)C)cc2)cc1,91,101,94,95,-8,-17,104,58*
CCN1C(=O)/C(=C/C=C2/Sc3ccc4ccccc4c3N2CCO)SC1=S,99,91,94,98,-20,-26,98,10

Three structures already listed, sorted by formula weight, highest first.
structure,CIT2-GFP yeast,LAP4-GFP MLPCN,MEP2-GFP yeast,AGP1-GFP MLPCN,procasp3 activ,procasp7 counter,RPL19A-GFP yeast,AHR act
COc1ccc(NC(=O)[C@@H]2[C@@H]3C(=O)N(C4CCCCC4)C(=O)[C@@H]3C3c4ccccc4C=CN32)cc1 (some centres not stated),98,106,98,100,-5,-5,100,90*
Cc1ccc(Cn2ccc(NC(=O)c3cc4nc(-c5ccco5)cc(C(F)(F)F)n4n3)n2)cc1,108,103,102,/,11,6,106,0
C#CCn1c(-c2ccccc2)ccc(C#N)c1=O,90,100,96,98,-10,-2,100,2
